SR-BI HDL uptake: inhibitors of SR-BI mediated HDL lipid uptake, primary screen, ldlA[mSR-BI] cells, fluorescence, single point; ldlA[mSR-BI] CHO cells, DiI-HDL uptake fluorescence, 3 h; inhibition, % at 12.5 µM; actives 0.96% (n = 320,000); AID 488896, 2010;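 active means mean replicate inhibition of at least 70% and a set share of replicates each scoring 70 or more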;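 further: 0% = median of neutral control wells and 100% = median of positive control wells; values of inactives mirror those of a sister screen read the other way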
Target sequence (Q61009 whole entry, looked up): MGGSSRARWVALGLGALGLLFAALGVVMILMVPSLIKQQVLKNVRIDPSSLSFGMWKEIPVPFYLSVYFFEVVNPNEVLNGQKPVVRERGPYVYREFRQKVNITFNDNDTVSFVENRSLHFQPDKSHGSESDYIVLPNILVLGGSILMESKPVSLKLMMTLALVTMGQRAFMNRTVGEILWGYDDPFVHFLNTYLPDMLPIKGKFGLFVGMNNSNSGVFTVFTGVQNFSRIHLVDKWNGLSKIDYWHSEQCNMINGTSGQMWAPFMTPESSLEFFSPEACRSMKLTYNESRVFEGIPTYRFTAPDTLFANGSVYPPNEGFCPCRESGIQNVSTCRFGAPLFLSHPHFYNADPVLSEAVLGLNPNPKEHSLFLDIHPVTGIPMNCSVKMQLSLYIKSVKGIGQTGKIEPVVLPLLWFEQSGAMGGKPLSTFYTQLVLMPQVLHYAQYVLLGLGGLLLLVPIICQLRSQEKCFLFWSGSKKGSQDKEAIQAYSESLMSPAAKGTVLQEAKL
Ecoli viability: E. coli V3065 growth inhibition, primary screen, counter-screen for AddAB inhibitor project, absorbance, OD600; 18 h; inhibition, % at 11.9 µM; actives 0.27% (n = 330,000); AID 449728, 2010;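 active means inhibition above the campaign's mean inhibition across all tested compounds plus 3 SD, cut at about 9.9% in these data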;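 further: uninfected addAB+ strain grown without phage in ampicillin broth; 0% = DMSO wells and 100% = ciprofloxacin 0.95 µg/ml wells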
MITF act: activators of MITF-driven TRPM1 promoter reporter, primary screen, cell-based, SK-MEL-5, luciferase, single point | SK-MEL-5 TRPM1-promoter luciferase, 24 h; % of positive control, neutral wells = 0 | activation, % at 12.5 µM | actives 0.75% (n = 300,000) | AID 588334, 2011;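 active means mean activation of at least 80% with every replicate also reaching 80%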;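 further: 0% = neutral control wells and 100% = parthenolide positive control wells; values of inactives mirror those of a sister screen read the other way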
SR-BI DiI-HDL act: activators of SR-BI mediated DiI-HDL uptake, primary screen, ldlA[mSR-BI] CHO cells, DiI fluorescence; 3 h; 100 = double the neutral-control signal; activation, % at 12.5 µM; actives 0.096% (n = 320,000);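 active means mean replicate activation of at least 60% and every replicate at or above 60%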;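 further: 0% = median plate neutral-control signal and 100% = twice that signal; values of inactives mirror those of a sister screen read the other way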
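material = CHO ldlA[mSR-BI] cells | medium = Ham's F12 with 0.5% BSA, HEPES 25 mM, pH 7.4 | reagent = fluorescent DiI-HDL, 10 µg/mL final | compound dosing = single-point compound dose | incubation = 3 h, 37 °C | measured by = bottom-read fluorescence, 550/595 nm | measure = HDL uptake via cellular fluorescence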
Tat export inh: E. coli Tat export inhibitors, primary screen, MC4100, TorA-mCherry reporter, fluorescence, single point; inhibition, % at 10 µM; actives 0.036% (n = 340,000);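 active means mean replicate inhibition at least 50% and at least half of replicates individually reaching 50%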;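 further: exported cargo escapes ClpAP degradation while cytoplasmic cargo is degraded and loses fluorescence; 0% = median of neutral control wells and 100% = median of NaSCN control wells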
CAL PDZ FP-1: untagged CAL PDZ binding inhibitors, primary screen, biochemical, fluorescence polarization, HTS; Golgi-associated PDZ and coiled-coil motif-containing protein (Homo sapiens), Q9HD26; purified CAL PDZ, TMR-peptide fluorescence polarization, 1 h; inhibition, % at 24.9 µM; actives 0.92% (n = 300,000); AID 602252, 2012;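 active means mean inhibition of at least 30% with at least half of replicates also reaching 30%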;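 further: 0% = DMSO neutral control and 100% = excess unlabeled competitor peptide PRC23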
phage Ecoli inh: growth loss of phage-infected E. coli, primary screen, RecBCD inhibitor project, absorbance, with phage, HTS | inhibition, % at 11.9 µM | actives 0.26% (n = 360,000); in the data active means inhibition above about 11%
Wnt act: Wnt/beta-catenin pathway activators, primary screen, cell-based, plate reader, single point | Wnt/beta-catenin reporter cell assay, activator | activation, % at 9.35 µM | actives 1.2% (n = 300,000); in the data active means activation above about 30%, passing the limit was not always enough;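 further: 0% = neutral control wells and 100% = positive control wells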
CAL PDZ FP-2: CAL PDZ peptide-binding inhibitors, primary screen, biochemical, fluorescence polarization, Cer-tagged CAL PDZ, HTS; Golgi-associated PDZ and coiled-coil motif-containing protein (Homo sapiens), Q9HD26; purified CAL PDZ, TMR-peptide fluorescence polarization, 1 h; inhibition, % at 20 µM; actives 0.02% (n = 330,000); AID 504414, 2011;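 active means highest replicate inhibition of at least 40%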;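 further: plate controls were DMSO neutral control wells for no effect and unlabeled competitor peptide control wells for full effect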
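material = purified tagged CAL PDZ domain construct (CerCALP) | compound dosing = 20 µM, one dose | times = 1 h at RT | measured by = fluorescence polarization from S- and P-plane intensities, G-factor corrected | read-out = inhibition from polarization loss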
AddAB inh: growth inhibition of E. coli expressing H. pylori AddAB, primary screen, AddAB inhibitor project, absorbance; inhibition, % at 11.9 µM; actives 0.29% (n = 330,000); AID 435030, 2010; in the data active means inhibition above about 12%;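 further: 0% = vehicle wells of infected cells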
An asterisk follows results filed as active; . = no result given; & = joins results of further samples.

nr	mol	SR-BI HDL uptake	Ecoli viability	MITF act	SR-BI DiI-HDL act	Tat export inh
1	COc1ccc(C(C#N)c2ccc(=O)[nH]n2)cc1 (centres undefined)	-16	-2.5	-27	16	10
2	CCC(=O)Nc1sc2c(c1C(=O)N(C)C)CCCCC2	-9	2.5	-9	9	-9
3	COc1ccccc1C(CNC(=O)c1cc(S(=O)(=O)N2CCOCC2)ccc1C)N1CCCC1 (centres undefined)	9	0.2	4	-9	-6
4	COc1ccc(NC(=O)Nc2cccc(C)n2)c(OC)c1	10	-2.5	76	-10	5
5	O=C(O)CC(C(=O)O)C(c1ccccc1)c1ccccc1 (centres undefined)	-18	.	3	18	5
6	CCOc1ncccc1C(=O)OCC(=O)Nc1cc(S(=O)(=O)N2CCOCC2)ccc1C	-5	2.2	-3	5	9
7	Nc1nc(=S)c2[nH]cnc2[nH]1	6	77*	-77	-6	-26
8	O=C(NCC(=O)N(CC1CCCO1)C(C(=O)NC1CCCCC1)c1cccnc1)c1cccs1 (centres undefined)	-6	2.3	-6	6	-4
9	O=C(Nc1ccc(-c2cnco2)cc1)c1ccc(F)cc1F	21	-2.1	42	-21	8
10	COc1ccc(N2CCN(C(=O)COC(=O)c3ccc(-n4nc(C)cc4C)cc3)CC2)cc1	35	-0.7	-14	-35	1
11	CC(C(=O)Nc1ccc(C(N)=O)cc1)N1C(=O)c2ccccc2S1(=O)=O (centres undefined)	-18	0.2	3	18	-2
12	COc1ccc(NC(=O)c2ccco2)cc1NC(=O)c1cccc(OC(C)C)c1	12	-0.7	.	-12	3

nr	CAL PDZ FP-1	phage Ecoli inh	Wnt act	CAL PDZ FP-2	AddAB inh
1	-2	4.4	-7	-3.0	2.5
2	-3	1.4	0	1.1	3.8
3	.	0.0	-3	0.8	-0.9
4	7	0.2	10	1.9	-0.2
5	.	2.4	-2	0.5	.
6	0	1.5	.	-0.5	1.1
7	5	66*	-18	-0.3	92*
8	.	3.0	-1	-0.3	2.1
9	-1	0.1	39*	-0.5	0.2
10	0	0.9	2	0.2	-0.6
11	.	1.0	2	-0.6	0.2
12	-4	2.6	-6	0.0	-0.2

Next records
nr	mol	SR-BI HDL uptake	Ecoli viability	MITF act	SR-BI DiI-HDL act	Tat export inh
13	Cc1ccc(-c2nc(NCC3CCCO3)sc2C)cc1 (centres undefined)	18	-2.1	8	-18	1
14	COc1cccc(N2CN(C3CCCCC3)CNC2=S)c1	-5	0.7	.	5	8
15	O=C(COC(=O)CSc1ccc(Br)cc1)NCc1ccco1	-3	-1.2	1	3	-7
16	CCCOc1cccc(OCCSc2nc(C)cc(=O)[nH]2)c1	13	-2.5	6	-13	1
17	O=C(COC(=O)/C=C/c1ccccc1Cl)NC(=O)Cc1ccccc1	-3	-2.6	6	3	1
18	Cc1cc(C(=O)OCC(N)=O)c(C)n1-c1ccccc1	-15	1.3	8	15	2
19	Cn1c(N)c(C(=O)COC(=O)c2cc(S(=O)(=O)N3CCCCC3)ccc2Cl)c(=O)n(C)c1=O	45	0.6	4	-45	-2
20	O=C(Nc1ccc(N2CCN(C(=O)c3cccs3)CC2)cc1)c1cccc(F)c1	.	1.6	5	.	2
21	CCN(CC)Cc1cc(C(=O)O)c(-c2ccccc2)o1	.	-0.2	4	.	5
22	CC(=O)c1ccc(OC(=O)COc2ccccc2)cc1	.	-1.2	4	.	0
23	COc1ccc(C=C2c3ccccc3C(=O)c3ccccc32)c(OC)c1	64	-3.0	.	-64	8
24	O=C(CSC1=NCCN1)NC(c1ccccc1)c1ccccc1	13	-0.2	-20	-13	6

nr	CAL PDZ FP-1	phage Ecoli inh	Wnt act	CAL PDZ FP-2	AddAB inh
13	.	1.8	6	-1.2	-0.8
14	.	0.2	6	-0.4	3.2
15	-5	4.3	-5	-1.8	-2.2
16	-7	2.0	.	.	1.3
17	-3	0.7	-3	-0.1	2.5
18	-6	3.8	3	-0.8	3.0
19	-1	3.6	-1	-2.1	0.0
20	9	3.1	2	0.8	3.4
21	-1	-0.9	0	0.1	1.3
22	-4	1.7	-1	-0.4	3.9
23	6	0.6	9	-0.5	-2.8
24	-2	2.9	-1	-1.2	1.8

(next part)
nr	mol	SR-BI HDL uptake	Ecoli viability	MITF act	SR-BI DiI-HDL act	Tat export inh
25	COc1ccc(CCC(=O)Nc2ccc(N3CCOCC3)c(S(=O)(=O)Nc3ccc(OC)cc3)c2)cc1	18	.	2	-18	-1
26	COc1ccc(CNC(=O)c2ccc(S(=O)(=O)N3CC(C)CC(C)C3)cc2)cc1OC (centres undefined)	-2	.	4	2	9
27	CCc1ccc2oc(C(=O)NCCc3ccc(S(N)(=O)=O)cc3)cc(=O)c2c1	10	-2.3	-3	-10	-6
28	Cc1ccc(CN2CCN(CC(=O)NCCCN3CCN(c4ccc(F)cc4)CC3)C2=O)cc1	8	-1.7	-22	-8	2
29	COc1ccc(NC(=O)Nc2cccc3c2O[C@@H](CN(C)CC2CCCCC2)[C@@H](C)CN([C@H](C)CO)C3=O)cc1	-13	-3.6	8	13	-15
30	Cc1ccc(C(=O)Nc2c(C(=O)N3CCOCC3)cnn2-c2ccccc2)cc1	-8	0.5	-8	8	4
31	Cc1cccc(C)c1N(CC(=O)Nc1cc(Cl)ccc1Oc1ccccc1)S(C)(=O)=O	27	2.4	13	-27	-10
32	N#CC(C(=O)OCc1ccccc1)c1nc2ccccc2nc1N1CCOCC1 (centres undefined)	34	-1.2	10	-34	12
33	Cc1csc(OCC(=O)Nc2ccc(C)c(C)c2)n1	.	-0.7	3	.	-6
34	COC(Cn1cc(C)c(=O)[nH]c1=O)OC	-2	0.5	-1	2	1
35	C#CCOc1c(Br)cc(/C=N\NC(=O)CN2CCOCC2)cc1OCC	21	-1.0	15	-21	-3
36	NC(=O)N1c2ccccc2CC(=O)c2ccccc21	-2	1.0	7	10	0

nr	CAL PDZ FP-1	phage Ecoli inh	Wnt act	CAL PDZ FP-2	AddAB inh
25	.	1.9	-5	-1.3	.
26	-4	3.2	-3	-3.3	.
27	-4	0.5	-3	-0.9	1.0
28	.	0.8	.	0.4	0.7
29	1	1.6	-2	0.8	-0.4
30	-1	0.7	.	-0.1	4.4
31	-1	-0.7	.	-0.2	5.1
32	-1	4.1	11	-2.4	0.0
33	2	-1.4	2	-1.4	2.7
34	-1	2.6	0	-2.2	-0.2
35	0	1.1	.	-1.8	-1.3
36	1	1.8	-2&-1	-0.1	-2.8

The list goes on:
nr	mol	SR-BI HDL uptake	Ecoli viability	MITF act	SR-BI DiI-HDL act	Tat export inh
37	COc1ccc(N=C2c3ccccc3-c3ccc([N+](=O)[O-])cc32)cc1	44	.	6	-44	-3
38	CSc1nc(N)nc(-c2cccs2)c1C#N	4	-0.5	20	-4	2
39	CN(c1ccccc1)S(=O)(=O)c1cc(C(=O)OCC(N)=O)ccc1Cl	6	2.5	-10	-6	-6
40	c1ccc(SCc2nc(-c3ccccn3)no2)cc1	0	3.1	83*	0	-1
41	COc1ccccc1NC(=O)Nc1cccc(NC(C)=O)c1	.	0.3	13	.	-1
42	CC1Cc2cc(S(=O)(=O)N3CCN(C)CC3)ccc2N1C(=O)C1CC1 (centres undefined)	-9	-3.0	-3	.	4
43	C[C@@]12C(=O)Nc3ccc(Cl)cc3C(=O)N1[C@H]1c3cc(Cl)ccc3OC[C@@H]1[C@@H]2c1ccccc1	1	4.2	-8	-1	2
44	O=C(CCCCn1ccc(=O)[nH]c1=O)Nc1ccc(C(=O)O)c(O)c1	-21	.	11	21	4
45	CN(C)S(=O)(=O)c1cccc(C(=O)OCC(=O)Nc2sccc2C(N)=O)c1	5	1.2	-4	-5	-3
46	Cc1cccc(C(=O)NNC(=O)c2ccc(Cl)cc2)c1O	75*	0.7	11	-75	6
47	Cc1cccc(N2CCN(C(=O)c3ccc(CS(=O)(=O)c4ccccc4C)o3)CC2C)c1 (centres undefined)	42	1.6	-26	-42	11
48	O=C(COc1ccccc1)Nc1ccc(S(=O)(=O)N2CCOCC2)cc1	.	2.2	8	.	-6

nr	CAL PDZ FP-1	phage Ecoli inh	Wnt act	CAL PDZ FP-2	AddAB inh
37	-2	3.0	-1	0.0	.
38	.	4.0	.	-2.7	1.9
39	-8	3.1	-1	-0.6	-1.1
40	0	1.8	.	-1.1	-0.8
41	1	0.0	-3	-1.7	2.3
42	-3	-0.2	-1	-2.5	5.4
43	-4	0.0	-5	-1.4	2.0
44	6	0.5	-4	0.1	.
45	-5	0.5	-7	-4.6	2.8
46	-3	5.7	.	0.3	5.4
47	-2	-0.7	-21	-3.4	1.0
48	-1	1.1	.	-1.1	3.2

(list continues)
nr	mol	SR-BI HDL uptake	Ecoli viability	MITF act	SR-BI DiI-HDL act	Tat export inh
49	COc1ccc(S(=O)(=O)N2CCC(C(=O)NCc3ccncc3)CC2)cc1OC	-16	3.0	1	16	-5
50	Cc1[nH]nc2c1C(c1ccsc1C)C(C#N)=C(N)O2 (centres undefined)	-14	0.9	-12	14	-2
51	O=C1c2[nH]c(=O)[nH]c(=O)c2CN1Cc1ccccc1	-24	.	3	24	1
52	COc1cc(Cl)cc(C2NC(=O)NC(C)=C2C(C)=O)c1OCC(=O)O (centres undefined)	-4	0.0	-16	4	-7
53	COC1Cc2ccccc2N(C(N)=O)c2ccccc21 (centres undefined)	.	-0.8	.	.	-5
54	CCn1c(SCc2ccc(C)cc2)nnc1-c1cnccn1	6	3.8	.	-6	-2
55	O=C(Oc1cc(=O)oc2ccccc12)c1ccco1	-26	0.4	1	26	2

nr	CAL PDZ FP-1	phage Ecoli inh	Wnt act	CAL PDZ FP-2	AddAB inh
49	-5	2.2	0	-0.1	4.8
50	-2	2.1	.	-2.7	-0.5
51	2	1.1	-2	0.6	.
52	.	2.4	.	-2.9	1.4
53	-1	2.4	3	-0.3	1.8
54	0	3.1	.	0.0	-0.5
55	1	0.5	-5	-0.7	-0.5

Screening results as filed in PubChem BioAssay.

Rows were taken by chance; 3.6% or so of the library scored in one or more.
